Screening data as filed in PubChem BioAssay.
FEN1 inh – inhibitors of human flap endonuclease 1. Recombinant FEN1 flap cleavage, fluorescence, 15 min. Potency, µM (top dose mostly 114 µM), for inactives: at the top dose activity change, negative = inhibition, most hits filed as inhibitors. actives 0.35% (n = 390,000). AID 588795. P39748; note: nearly all actives have a fitted effect of over 65% in size
Target sequence (P39748 whole entry, looked up): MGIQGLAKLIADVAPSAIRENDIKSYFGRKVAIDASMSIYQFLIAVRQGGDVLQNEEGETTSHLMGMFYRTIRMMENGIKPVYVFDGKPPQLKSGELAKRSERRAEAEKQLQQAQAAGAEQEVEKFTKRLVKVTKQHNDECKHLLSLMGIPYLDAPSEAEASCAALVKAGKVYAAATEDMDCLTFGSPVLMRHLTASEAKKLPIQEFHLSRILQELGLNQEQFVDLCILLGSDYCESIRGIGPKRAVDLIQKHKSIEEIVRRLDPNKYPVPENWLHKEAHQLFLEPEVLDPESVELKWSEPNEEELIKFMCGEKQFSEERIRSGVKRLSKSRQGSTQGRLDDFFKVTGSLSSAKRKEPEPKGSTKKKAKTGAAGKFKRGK
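Quantitative HTS format: each compound was titrated, incubated with 10 nM nuclease for 15 min at room temperature, then challenged with flap substrate at 50 nM final. Signal change over 15 min gave concentration–effect curves.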
TDP1 block – blocks human tyrosyl-DNA phosphodiesterase 1. AID 485290. recombinant TDP1, AlphaScreen DNA substrate cleavage. actives 0.28% (n = 350,000). Potency, µM (doses to about 130 µM), for inactives: at the highest dose activity change, negative = inhibition, most hits filed as inhibitors; note: nearly all actives have a fitted effect of over 40% in size
Target sequence (Q9NUW8 whole entry, looked up): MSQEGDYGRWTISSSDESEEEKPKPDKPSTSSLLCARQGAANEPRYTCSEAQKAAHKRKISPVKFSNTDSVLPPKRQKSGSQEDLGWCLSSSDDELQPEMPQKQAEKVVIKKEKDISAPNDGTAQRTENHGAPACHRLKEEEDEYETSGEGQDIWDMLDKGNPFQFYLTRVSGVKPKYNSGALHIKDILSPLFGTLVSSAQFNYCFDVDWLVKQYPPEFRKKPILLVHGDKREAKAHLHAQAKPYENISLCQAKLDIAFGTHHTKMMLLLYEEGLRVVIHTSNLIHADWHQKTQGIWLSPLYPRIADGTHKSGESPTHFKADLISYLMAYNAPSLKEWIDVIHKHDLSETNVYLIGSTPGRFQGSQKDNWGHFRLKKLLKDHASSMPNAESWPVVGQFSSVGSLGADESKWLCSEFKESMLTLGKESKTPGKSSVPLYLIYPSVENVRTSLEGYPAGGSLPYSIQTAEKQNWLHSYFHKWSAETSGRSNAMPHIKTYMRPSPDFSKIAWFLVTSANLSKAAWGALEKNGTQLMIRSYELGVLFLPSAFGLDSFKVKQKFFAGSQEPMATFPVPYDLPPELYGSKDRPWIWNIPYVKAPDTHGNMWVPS
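Signal: AlphaScreen proximity between streptavidin donor and anti-FITC acceptor beads on intact substrate. Reaction: Tdp1 1 nM, substrate 15 nM final, 5 min RT after 15 min compound preincubation.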
N370S GC – inhibits or activates N370S mutant glucocerebrosidase. actives 0.092% (n = 330,000). AID 2101. P04062. Potency, µM (highest dose often 59.4 µM), for the others: top-dose activity change, negative = inhibition, actives largely listed as inhibitors. N370S GC spleen homogenate, 4MU-glucoside fluorescence;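 note: 0% = full enzyme activity and -100% = no enzyme basal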
Active calls of the source: *; ? = inconclusive; nt = no result given; & = joins results of further samples; [ ] = remark or other dose. Calls come from the whole dose curve; as a rule, active = well fitted curve in the direction sought with a large enough effect; inconclusive = small, poorly fitted or top-dose-only effect, or another doubt; inactive = no such curve, though single readings can be large; an effect the other way counts as inactive or inconclusive. Unless noted, % is set by controls: 0 for no effect and ±100 for the full control effect; potency is the fitted concentration of half-maximal effect. This is a random part of the collection; about 0.57% have a hit in one of these screens.

SMILES	FEN1 inh	TDP1 block	N370S GC
O=C1C(c2ccc(F)cc2)N(Cc2ccc3c(c2)OCO3)C(=O)CN1C1CCCCC1 (stereo not drawn)	-11%	0%	9%
COc1ccc2nc(Nc3nc(CSc4ccc(C)cc4)cc(=O)[nH]3)nc(C)c2c1	6%	3%	16%
COc1cc(CNC2CCCC2)cc(Cl)c1OCc1ccc(F)cc1	-13%	6%	?
OCCCNCc1ccc(Cl)cc1Cl	1%	3%	-2%
C[C@H]1CN([C@@H](C)CO)C(=O)c2cccc(NC(=O)c3ccc(-c4nccs4)cc3)c2O[C@@H]1CN(C)C(=O)Nc1cccc2ccccc12	1%	2%	nt
Cc1sc2nc(C(C)C)nc(SCC(=O)NC3CC3)c2c1C	5%	5%[0.0935 µM]	0%
CN(C)c1ccc(C(=O)NCC(c2cccs2)N2CCOCC2)cc1[N+](=O)[O-] (stereo not drawn)	3%	nt	-1%
NC(=O)C1CCN(CC(=O)N2N=CCC2c2ccccc2)CC1 (stereo not drawn)	3%	-9%	10%
Cc1c(CC(=O)N2CCCCC2)c(=O)oc2cc3occ(C(C)(C)C)c3cc12	-9%	5%	nt
O=C(Nc1ccc(Cl)cc1)OCc1cc(-c2ccccc2Cl)on1	1%	-3%	8%

An excerpt from above in order of their number in TDP1 block, descending:
SMILES	TDP1 block
COc1cc(CNC2CCCC2)cc(Cl)c1OCc1ccc(F)cc1	6%
Cc1c(CC(=O)N2CCCCC2)c(=O)oc2cc3occ(C(C)(C)C)c3cc12	5%
OCCCNCc1ccc(Cl)cc1Cl	3%
C[C@H]1CN([C@@H](C)CO)C(=O)c2cccc(NC(=O)c3ccc(-c4nccs4)cc3)c2O[C@@H]1CN(C)C(=O)Nc1cccc2ccccc12	2%
O=C1C(c2ccc(F)cc2)N(Cc2ccc3c(c2)OCO3)C(=O)CN1C1CCCCC1 (stereo not drawn)	0%
NC(=O)C1CCN(CC(=O)N2N=CCC2c2ccccc2)CC1 (stereo not drawn)	-9%

The list continues.
SMILES	FEN1 inh	TDP1 block	N370S GC
O=C(CSc1nnc(-c2ccncc2)o1)Nc1ccccc1C(F)(F)F	-2%	5%	0%
CCOCCCNc1nc2ccccc2n2c(CC)nnc12	-15%	6%	nt
COc1ccc(CCNC(=O)Cc2ccc(Cl)cc2)cc1OC	28%	nt	-4%
Nc1nonc1C(=O)N/N=C/c1ccc(Br)o1	1%	2%	6%
COc1cc2ccc(=O)oc2c(O)c1O	8.9µM*	-2%	-10%&-12%
CC(C)COc1cccc(C(=O)N(C)CC(=O)Nc2cccc3ccccc23)c1	12%	-1%	nt
Clc1ccc(-c2nnc3sc(-c4ccc(Br)o4)nn23)cc1	-1%	4%	11%
CCCCC(CC)C(=O)Nc1cc(C(=O)NCCC)ccc1N1CCC2(CC1)CC(c1cccc(Br)c1)=NO2 (stereo not drawn)	7%	1%	-11%
CCCCSc1nc2sc3c(c2c(=O)n1-c1ccc(C)cc1)CCN(C)C3	-4%	nt	-4%
CC1(C)CC(=O)C=C(c2ccc(OC(F)(F)F)cc2)C1	-7%	-8%	nt

A different layout for some results above.
Structure,FEN1 inh,TDP1 block,N370S GC
CC(C)COc1cccc(C(=O)N(C)CC(=O)Nc2cccc3ccccc23)c1,12%,-1%,nt
O=C(CSc1nnc(-c2ccncc2)o1)Nc1ccccc1C(F)(F)F,-2%,5%,0%
COc1cc2ccc(=O)oc2c(O)c1O,8.9µM*,-2%,-10%&-12%
Clc1ccc(-c2nnc3sc(-c4ccc(Br)o4)nn23)cc1,-1%,4%,11%

New compounds follow.
SMILES	FEN1 inh	TDP1 block	N370S GC
CCOC(=O)c1c(C)[nH]c(C)c1C(=O)CSc1nnc(-c2cc(OC)c(OC)c(OC)c2)o1	-3%	-2%	1%
Cc1cccc2sc(N(CCCN(C)C)C(=O)c3cc4ccccc4oc3=O)nc12	-4%	-3%	7%
Cc1ccc(-n2nc3c(=O)n(C(C)C(=O)NCc4ccc(OC(C)C)cc4)nc(C)c3c2C)cc1 (stereo not drawn)	2%	0%	nt
CN(CC(=O)Nc1cccc(F)c1)C(=O)c1ccc2c(c1)NC(=O)CS2	1%	1%	nt
COc1nc(-c2cccc([N+](=O)[O-])c2)nc2ccccc12	6%	6%	-1%
S=C(NCc1ccc(Cl)cc1Cl)NC1CCCCC1	1%	3%	?
O=C(Nc1nc2ccc(Br)cc2s1)c1ccco1	4%	nt	0%
Cc1ccc(S(=O)(=O)NCCC(=O)NCC(=O)Nc2c(C)cccc2C)cc1C	-3%	-2%	-3%
O=C(c1ccc(CS(=O)Cc2ccccc2Cl)o1)N1CCN(c2ccccn2)CC1 (stereo not drawn)	-3%	4%	6%
CC(=O)Oc1cccc(N2C(=O)C3C4C=CC(C4)C3C2=O)c1 (stereo not drawn)	4%	-4%	27%
Cc1c(Cl)cccc1NC(=O)CSc1nnnn1C	1%	0%	nt
COc1ccc(F)cc1S(=O)(=O)NCCCn1ccnc1	17%	2%	-12%
O=[N+]([O-])c1cccc(-c2nc3ccc([N+](=O)[O-])cc3[nH]2)c1	?	0%	-7%
CCN(CCn1cccn1)Cc1cn[nH]c1-c1ccc(-c2ccccc2)cc1	-17%	6%	-11%
CC(=O)Nc1cccc(NC(=O)Nc2cccc(Cl)c2C)c1	-17%	-1%	-2%
O=C(COc1ccc(S(=O)(=O)N2CCCCC2)cc1)N1CCOCC1	5%	1%	-14%
CCn1ccnc1CNC(=O)c1ccc2oc(CCCc3ccccc3)nc2c1	-7%	8%	-13%
CCOC(=O)C(N)CSC1CC(=O)N(c2ccc(C(=O)OC)cc2)C1=O (stereo not drawn)	9%	3%	-3%
Nn1c(-c2cccc(Br)c2)n[nH]c1=S	-3%	11%	3%
CN(C)/C=N/c1c(C#N)cnn1-c1ccc(C(F)(F)F)cn1	-3%	2%	8%
CCCc1cc(=O)oc2c(C)c(OCC(=O)NC3CCN(Cc4ccccc4)CC3)ccc12	-15%	5%	-2%
CCOCc1cn(CC(=O)c2ccc(Cl)cc2)c(C)nc1=N	-1%	4%	-1%
CN(C)C(=O)CSc1nnc(Cc2ccc([N+](=O)[O-])cc2)o1	1%	3%	0%
Cc1ccccc1OCC(O)CN(CCO)Cc1ccccc1 (stereo not drawn)	2%	2%	-15%
Cc1ccc2c(c1)C1CN(C)CCC1N2C(=O)COc1ccccc1F (stereo not drawn)	-4%	0%	5%
Cc1ccc(C)c(NC(=O)COC(=O)c2ccc3c(c2)OCCO3)c1	5%	-1%	nt
CCC(C(=O)O)n1c(C(F)(F)F)nc2ccccc21 (stereo not drawn)	1%	5%	6%
NS(=O)(=O)c1ccc(CCNC(=O)c2ccc(-c3ccccc3)cc2)cc1	6%	nt	6%
CC(C)C(c1nnnn1Cc1ccccc1)N1CCN(Cc2ccco2)CC1 (stereo not drawn)	-3%	6%	-6%
CCC(C)(C)n1nnnc1C(c1ccc2ncccc2c1)N1CCN(c2nc3ccccc3s2)CC1 (stereo not drawn)	-18%	6%	-1%

Fetched by structure from above, 4 records:
SMILES	FEN1 inh	TDP1 block	N370S GC
COc1cc(CNC2CCCC2)cc(Cl)c1OCc1ccc(F)cc1	-13%	6%	?
Cc1sc2nc(C(C)C)nc(SCC(=O)NC3CC3)c2c1C	5%	5%[0.0935 µM]	0%
COc1ccc(F)cc1S(=O)(=O)NCCCn1ccnc1	17%	2%	-12%
CCN(CCn1cccn1)Cc1cn[nH]c1-c1ccc(-c2ccccc2)cc1	-17%	6%	-11%

More records
SMILES	FEN1 inh	TDP1 block	N370S GC
CC(=O)c1ccc(NC(=O)CSc2nc(-c3ccc(C)cc3)nc3c2c(=O)n(C)c(=O)n3C)cc1	-15%	5%	nt
Nc1c(C(=O)NCCN2CCOCC2)c2nc3ccccc3nc2n1-c1ccc2c(c1)OCO2	3%	0%	0%
Cc1cc(C)c(C(=O)OCCNC(=O)c2cccnc2)cc1C	-1%	3%	1%
COc1ccc(CC(=O)N/N=C(\C)c2cccs2)cc1	3%	4%	-2%
CCC(=O)Nc1sccc1C(=O)OC	-9%	7%	6%
CS(=O)(=O)N1Cc2ccccc2CC1C(=O)Nc1ccccc1C(N)=O (stereo not drawn)	1%	3%	-3%
CC1=NN(C(C#N)c2ccccc2)C(c2ccccc2)C1 (stereo not drawn)	18%	nt	-11%
O=C(CSc1nc(-c2ccccc2)cc(=O)[nH]1)Nc1ccccc1	22%	nt	-9%
COc1ccc2c(c1)O[C@H](c1ccc3c(c1)OCO3)[C@@H](OC(=O)NCc1ccco1)C2=O	nt	9%	2%
CCOc1ccc(N2CC(C(=O)NCc3ccco3)CC2=O)cc1 (stereo not drawn)	-5%	6%	-1%
Cc1ccccc1CN1CCN(C/C=C/c2ccccc2)CC1	7%	-8%	-4%[12.8 µM]
COC(=O)c1ccc(CNC(=O)COC(=O)/C=C/c2cc(OC)c(OC)c(OC)c2)cc1	-2%	1%	nt
C=CCc1ccc(OCC(O)CO)c(OC)c1 (stereo not drawn)	-2%	0%	-9%
CCN(CC)S(=O)(=O)c1cccc(-c2csc(C)n2)c1	-4%	nt	6%
CSCCC(NC(=O)OCc1ccccc1)C(=O)O (stereo not drawn)	0%	-7%	17%
CCOC(=O)c1c(C)c(C(=O)N2CCc3ccccc3C2)c(C)n1CC	-11%	9%	-20%
Cn1c(=O)oc2cc(S(=O)(=O)N3CCCC(C(=O)NCc4ccccc4Cl)C3)ccc21 (stereo not drawn)	-1%	1%	nt
Cc1ccc(C(=O)CCC(=O)O)cc1	nt	1%	-13%
O=C(CCC(=O)N1CCOc2ccccc21)NCCCc1ccccc1	2%	nt	2%
CC1CN(C2CC(C)(C)NC(C)(C)C2)CCC1=O (stereo not drawn)	-2%	2%	-3%
O=C(Nc1ccccc1[N+](=O)[O-])c1cc(S(=O)(=O)N2CCOCC2)cs1	-5%	4%	-10%
Cc1nonc1C1CCCN1C(=O)c1cc(COc2cccc(C(F)(F)F)c2)on1 (stereo not drawn)	1%	2%	-6%
O=C(CSc1nc2[nH]ncc2c(=O)n1-c1ccccc1)NCCc1ccccc1	-1%	2%	-4%
O=c1c(C/C=C/c2ccccc2)c(O)nc2n1CCCS2	1%	-5%	6%
CCOc1ccc(N2C(=O)CC(NCCc3c[nH]c4ccccc34)C2=O)cc1 (stereo not drawn)	7%	-5%	12%
COC(=O)c1ccc(S(=O)(=O)N(C2CCCCC2)C2CCCCC2)n1C	3%	1%	-15%
CCCC1Cc2nc(Cl)c(C#N)cc2CO1 (stereo not drawn)	3%	-5%	-18%
Cc1ccnc2nc(C(=O)Nc3ccc(N4CCOCC4)cc3)nn12	-3%	3%	6%
CCOC(=O)C1(O)CSc2nc3sc(C(=O)O)c(C)c3c(=O)n21 (stereo not drawn)	-3%	0%	2%
COc1ccc(NC(=O)C/C(C)=N/NC(=O)COc2ccc(OC)cc2)cc1	-2%	9%	-8%
NC(=O)CC(NC(=O)Cc1cccc2ccccc12)c1ccc(N2CCC(N3CCCCC3)CC2)c([N+](=O)[O-])c1 (stereo not drawn)	12%	nt	-3%
Cc1occc1C(=O)NNC1=CC(=O)CC(C)(C)C1	9%	2%	-8%
CCOCCCNC(=O)C1CC(=O)N(C2CCCC2)C1 (stereo not drawn)	-3%	2%	4%
CNC(=O)c1nc(C)c(C2(C)CC(c3cccc([N+](=O)[O-])c3)=NO2)s1 (stereo not drawn)	6%	6%	5%
Cc1ccc2nc(SCC(=O)Nc3ccc(C(N)=O)cc3)[nH]c2c1	6%	9%	-13%
O=C1C2C(c3ccccc3)CC=CC2[C@H](c2ccc(C(F)(F)F)cc2)N1Cc1ccccc1 (stereo partly drawn)	-19%	0%	20%
COc1ccc(C)cc1-n1c(N)c(C#N)c(C#N)c1-c1ccc(OC)c(OC)c1OC	-2%	11%	12%
CNC(=O)c1ccc(-n2cccn2)nc1	-1%	0%	4%
COc1ccc(OCC(=O)NN2Cc3ccccc3C2=N)cc1	-1%	5%	2%
Cc1nn(-c2ccccc2)c(C)c1CCC(=O)O	0%	2%	-12%
COc1cc(C(=O)OCC(=O)NC2CCCC2)cc(OC)c1OC	-2%	nt	1%
Cc1ccc(C)c(C(=O)COC(=O)CN2C(=O)C3C4C=CC(C4)C3C2=O)c1 (stereo not drawn)	-19%	1%	3%
C/C(=N\NC(=O)c1ccc(OC2CCCC2)cc1)c1ccc(O)cc1	-4%	3%	-1%
COc1ccccc1CNC(=O)[C@@H]1CCCN1S(=O)(=O)c1ccccc1F	-5%	9%	-3%
O=C(CC12CC3CC(CC(C3)C1)C2)N/N=C\c1ccc[nH]1	-2%	3%	19%
COc1ccc(NC(=O)CNC(=O)C2CCCCC2)cc1	-13%	2%[56.1 µM]	-22%
O=P(Cc1ccccn1)(c1ccccc1)c1ccccc1	-12%	4%	16%
Clc1cccc2c1CCN(Cc1nc(-c3cnccn3)no1)C2	-1%	-3%	0%
CC(C)(C)CN1CCNC(=O)C1CC(=O)N1CCC(C(=O)N2CCOCC2)CC1 (stereo not drawn)	5%	1%	3%
CN(C)CC/C=C1\c2cc(F)ccc2CSc2ccccc21	-9%	6%	-3%
